CHO parental Ca: counter-screen: ATP calcium response change in parental CHO cells; 0.63% of 330,000 active; parental CHO-K1, ATP-induced calcium, Fluo-8 fluorescence; AID 463079; inhibition, % at 5.6 µM;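 active = inhibition above that plate's mean sample inhibition plus 3 SD, cut at about 26% in these data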;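 note: 0% = ATP-challenged DMSO wells and 100% = DMSO wells without ATP; some compounds past the cut are filed as inactive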
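Material: Parental CHO cells | Reagent: ATP | Compound dosing: Single nominal dose of 5.6 µM per compound | Detection: Intracellular calcium via Fluo-8 no-wash fluorescent dye | Read-out: % inhibition of ATP-induced calcium mobilization | Benchmarks: Low control ATP plus DMSO, high control DMSO only | Replicates: Singlicate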
M1 PAM: positive allosteric modulators of human M1 muscarinic receptor; P11229; CHO-K1 hM1, Fluo-8 calcium fluorescence, ACh EC20; 0% = ACh EC20, 100% = maximal ACh; activation, % at 3 µM; 0.088% of 360,000 active; in the data active = activation above about 19%, passing the limit was not always enough
Target sequence (P11229 whole entry, looked up): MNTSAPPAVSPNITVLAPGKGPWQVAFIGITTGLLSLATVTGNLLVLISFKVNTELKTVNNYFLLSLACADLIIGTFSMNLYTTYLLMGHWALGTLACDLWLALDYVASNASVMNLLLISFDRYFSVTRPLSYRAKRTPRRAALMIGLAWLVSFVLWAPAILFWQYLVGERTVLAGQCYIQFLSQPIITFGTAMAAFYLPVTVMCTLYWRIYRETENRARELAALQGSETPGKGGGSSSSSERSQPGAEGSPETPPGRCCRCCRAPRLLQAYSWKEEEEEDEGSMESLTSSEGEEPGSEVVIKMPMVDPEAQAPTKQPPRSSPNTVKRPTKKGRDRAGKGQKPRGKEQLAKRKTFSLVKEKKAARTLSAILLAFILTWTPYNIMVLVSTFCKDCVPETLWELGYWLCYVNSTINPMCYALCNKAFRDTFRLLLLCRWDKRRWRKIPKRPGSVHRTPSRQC
CHRM1 antagonist: blocks human M1 muscarinic receptor; P11229; CHO-K1 hM1, Fluo-8 calcium fluorescence, ACh EC80 antagonist; inhibition, % at 3 µM; 1.3% of 360,000 active; AID 588852;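 active = percent inhibition above its own plate's cutoff, namely the mean of that plate's compound wells plus 3 SD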;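 note: peak over basal fluorescence ratio during 140 s after agonist addition; 0% = ACh EC80 plus DMSO and 100% = DMSO alone without agonist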
CHRM4 antagonist: blocks acetylcholine activation of human M4 receptor; inhibition, % at 3 µM; P08173; CHO-hM4 cells, ACh EC80, Fluo-8 calcium fluorescence; 0.73% of 360,000 active; AID 624125;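 active = inhibition above its plate's cutoff, the mean inhibition of sample wells plus 3 SD, cut at about 27% in these data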;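 note: 0% = acetylcholine EC80 with DMSO and 100% = DMSO without agonist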
OXTR potentiate: potentiates the human oxytocin receptor response; AID 2445; 0.061% of 320,000 active; P30559; CHO-OTR cells, Fluo-8 calcium fluorescence, potentiator mode; 0% = oxytocin EC15, 100% = EC100; activation, % at 3 µM;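 active = activation above that plate's cutoff, the mean activation of tested compounds plus 3 SD, cut at about 6.6% in these data, passing the limit was not always enough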;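 note: 100% uses oxytocin at 75 nM as the full agonist control; some results filed as inactive read as strong as hits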
Target sequence (P30559 whole entry, looked up): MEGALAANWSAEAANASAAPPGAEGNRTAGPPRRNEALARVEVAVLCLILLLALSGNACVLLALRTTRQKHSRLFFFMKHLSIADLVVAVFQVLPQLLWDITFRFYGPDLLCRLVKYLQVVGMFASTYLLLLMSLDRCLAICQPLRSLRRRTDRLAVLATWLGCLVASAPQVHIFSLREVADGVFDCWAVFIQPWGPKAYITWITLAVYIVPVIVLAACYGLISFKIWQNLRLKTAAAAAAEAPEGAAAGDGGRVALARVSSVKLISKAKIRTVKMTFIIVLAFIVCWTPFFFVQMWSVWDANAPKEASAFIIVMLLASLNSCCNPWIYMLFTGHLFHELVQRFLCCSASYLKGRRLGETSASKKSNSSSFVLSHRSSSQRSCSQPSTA
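System: human OTR in CHO cells; Also added: sub-maximal oxytocin, roughly EC15; Timing: compound 6 min at room temperature before oxytocin, 100 s read; Technique: Fluo-8 intracellular calcium fluorescence, ex 470-495, em 515-575 nm; Controls: oxytocin EC15 low and EC100 high; Replication: singlicate.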
M1 ag: human M1 muscarinic receptor agonism; P11229; CHO-K1 hM1, Fluo-8 calcium fluorescence, agonist mode; 0% DMSO, 100% acetylcholine EC100; activation, % at 3 µM; 0.33% of 360,000 active;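 active = activation above the run's mean compound activation plus 3 SD, cut at about 16% in these data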;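 note: peak over basal fluorescence ratio within a 140 s kinetic read after compound addition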
CHO-K1 Ca antag: M1 antagonist counterscreen hit in parental CHO-K1 cells. ATP-induced calcium, Fluo-8 fluorescence. 0.6% of 360,000 active. inhibition, % at 3 µM. AID 602250;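 active = inhibition above a per-plate cutoff, the plate's mean sample inhibition plus 3 SD, cut at about 24% in these data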;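 note: 0% = DMSO plus EC80 ATP and 100% = DMSO alone without ATP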
CHO-K1 Ca ag: M1 agonist counterscreen hit in parental CHO-K1 cells; Fluo-8 calcium fluorescence; scaled to maximal ATP response, vehicle zero; activation, % at 3 µM; 0.48% of 360,000 active; in the data active = activation above about 15%;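 note: untransfected CHO-K1 host cells lacking M1 receptor as counterscreen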
M4 ag: CHRM4 agonism in calcium assay; P08173; CHO-K1 hM4/Gqi5, Fluo-8 calcium fluorescence; vehicle 0%, full acetylcholine response 100%; activation, % at 3 µM; 0.14% of 360,000 active; AID 624127;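 active = activation above the run mean over all test wells plus 3 SD, cut at about 32% in these data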;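 note: peak over basal fluorescence ratio per well then scaled between controls; 0% = DMSO wells and 100% = acetylcholine at EC100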
Numbers without * were called inactive; x = no result given.

SMILES	CHO parental Ca	M1 PAM	CHRM1 antagonist	CHRM4 antagonist	OXTR potentiate	M1 ag	CHO-K1 Ca antag	CHO-K1 Ca ag	M4 ag
O=C1C2C3C=CC(C3)C2C(=O)N1Nc1c(Cl)cc(Cl)cc1Cl (stereo not given)	-7	6	-1	-6	-16	-6	-10	0.8	1
CCSc1nc2ccccc2n1CC(=O)N1CCCCC1	-16	8	-2	5	-15	-3	-10	0.4	1
COC(=O)c1cccc(S(=O)(=O)N2CCC(NC(=O)Nc3cccc(F)c3)CC2)c1	-3	-5	5	7	-20	-5	10	0.3	0
O=C(COC(=O)c1cccc(O)c1)c1ccccc1	-23	-5	10	1	-6	0	5	1.4	5
CCOC(=O)c1ccc(OCC(=O)c2ccc(O)cc2O)cc1	-7	6	-8	3	-23	-1	2	0.7	2
CC(C)(C)C(=O)OCc1cn(-c2ccccc2)nn1	-2	3	-5	-2	0	-4	-11	-0.1	1
O=C(CSc1nnc(Cc2ccccc2)o1)N1CCCc2ccccc21	-2	-3	-11	6	-7	-4	-10	0.6	2
O=C(Cn1c(=O)n2ncnc2c2c3c(sc21)CCCC3)c1ccccc1	-10	7	-2	9	-2	-6	-5	0.3	0
COc1ccc(NC(=O)n2ncc3c(C)cccc32)cc1	-7	8	-12	-10	-9	-5	10	10	1
Cc1ccc(-c2ccnc(=S)[nH]2)cc1	-12	-4	14	-10	-3	-1	-20	-0.4	1
CCC1(CC)NC(=O)N(CC(=O)N2N=C(c3ccc(Cl)cc3)CC2c2ccco2)C1=O (stereo not given)	-20	-4	8	3	-1	-4	-10	5.0	21
c1ccc(OCc2nn3c(Cn4nnc5ccccc54)nnc3s2)cc1	-12	1	-1	2	-8	-6	8	1.1	2
O=C(Nc1ccncc1)c1cc2ccccc2o1	6	-14	11*	8	-12	-1	24*	0.3	1
O=C(CCC1CCN(C(=O)CC2=CCCCC2)CC1)NCc1ccc(F)cc1	x	14	-16	4	x	-4	-4	1.6	4
O=C1C=C(O)CC(c2ccc(Cl)c(Cl)c2)C1 (stereo not given)	-15	9	-20	10	-12	-2	1	0.2	1
CCCc1cc(=O)[nH]c(SCC(=O)Nc2ccc(OC(F)F)cc2)n1	12	4	9	-1	-12	1	-2	0.8	1
Cc1c(NC(=S)NC(=O)c2ccccc2Cl)c(=O)n(-c2ccccc2)n1C	-7	29*	-3	0	3	-5	-3	0.3	2
COc1cc(-c2nnc(COC(=O)c3cc(C)nc4ccc(C)cc34)o2)cc(OC)c1OC	-30	6	-22	-21	-16	-3	-14	0.8	4
CC1(C(=O)Nc2ccc3c(c2)OCO3)CCN1C(=O)Cc1cc(F)ccc1F (stereo not given)	x	6	-14	-5	x	4	-11	0.6	1
Cc1ccc(CC#N)c(-c2c(CC#N)ccc(C)c2C)c1C	x	-4	4	13	x	-10	-14	-0.3	-2
Cc1ccc(-c2nn(-c3ccccc3)cc2C(=O)NCC2CCCO2)cc1 (stereo not given)	-15	5	-12	-3	-8	-4	-6	2.0	3
COc1ccccc1CNC(=O)C1CCC(CNS(=O)(=O)c2ccc(NC(C)=O)cc2)CC1 (stereo not given)	-11	9	-6	-12	-5	-4	-3	0.2	0
CCOC(=O)N1CCN(CC(O)COc2ccc3c(c2)CCC3)CC1 (stereo not given)	10	0	5	-1	-7	-5	-1	4.0	1
CCOc1ccc(CCNC(=O)c2cc(C)on2)cc1OCC	6	13	-18	-15	-4	5	3	0.9	2
Cc1ccc(COc2ccc(C)nc2[N+](=O)[O-])cc1	-3	3	9	-5	-6	-5	1	1.7	1
C=CCOC1=CS(=O)(=O)N(Cc2ccc(Br)cc2)c2ccc(Br)cc21	-12	-3	0	-2	x	-2	-11	0.6	0
[2H]C(CCOS(N)(=O)=O)c1ccc(C(C)(C)C)cc1 (stereo not given)	-3	-3	-3	5	-3	-4	-13	0.3	-1
COc1ccc(C(=O)N2CCCCC2c2cc(C(=O)NCc3cccnc3)no2)cc1 (stereo not given)	x	4	-9	-1	x	-4	-3	0.1	2
C[C@H](CO)N1C[C@H](C)[C@@H](CN(C)S(=O)(=O)c2ccc(F)cc2)Oc2ccc(NC(=O)CCN3CCOCC3)cc2C1=O	-7	-4	-1	-4	3	-11	-25	0.0	2
CCN1C(=NCCc2ccc([N+](=O)[O-])cc2)N[C@@H](c2ccccc2)[C@H](C(=O)OC)[C@H]1C	-14	6	-3	6	-2	-10	-11	0.1	0
Cc1cc(C(=O)N/N=C/c2ccc[nH]2)no1	2	4	-8	0	-9	-5	1	0.4	1
Cn1cnc2c(oc3ccccc32)c1=O	0	3	-8	1	-10	-4	-1	0.2	0
CN(C)CCCC1(O)c2ccccc2CCc2ccccc21	-10	-26	25	10	-11	-12	-2	3.9	11
CCc1nnc(NC(=O)CN2CCN(C(=O)c3ccccc3)CC2)s1	8	12	-9	-4	-4	-6	-5	0.2	1
O=[N+]([O-])c1ccc(-c2nc(=S)c3c(o2)CCCC3)cc1	-1	2	-2	-5	-5	-4	2	0.7	0
Cc1ccc(C(=O)NC(=S)Nc2cccc(NC(=O)c3ccccc3)c2)cc1[N+](=O)[O-]	-25	-3	0	2	2	-10	-11	-0.2	2
OCCc1ccc(NCCc2ccco2)cc1	x	3	1	11	x	-5	29*	0.0	0
COC(=O)CSc1cc([N+](=O)[O-])cc2c1c(C1OCCO1)nn2-c1ccccc1	-10	9	-4	-11	-3	-4	-11	0.2	0
CCCCN(C(=O)c1ccc(N(C)S(=O)(=O)c2ccc(C)cc2)cc1)c1c(N)n(CCC)c(=O)[nH]c1=O	12	11	-16	-1	-5	-3	14	-0.3	2
C=CCN(c1ccccc1C(=O)NCC(=O)O)S(=O)(=O)c1ccccc1C	-22	3	-4	1	3	-1	7	-0.1	0
CSc1cccc(NC(=O)CCNS(=O)(=O)c2ccc3[nH]c(=O)oc3c2)c1	-3	-2	10	8	-5	-2	9	0.2	1
C/C(=N\NC(=O)c1c(C)nc2ccccn12)c1ccc(N2CCOCC2)cc1	-16	6	-1	5	-10	-5	-7	0.3	1
O=C1NC[C@H](CCCCN2C[C@H](Cc3ccc(O)cc3)N(CC3CCCCC3)C(=O)C2=O)N(CCc2ccc(O)cc2)C1=O	x	x	x	-8	x	x	-6	0.7	0
Cc1ccc(-c2cc(C(F)F)n3ncc(C(=O)N4CCc5ccccc5C4)c3n2)cc1	-37	3	-15	-13	-7	-12	-18	-0.9	-1
COC(=O)/C=C1\SC(N)=NC1=O	7	10	-14	8	-5	-3	8	0.1	1
CCc1cccc(NC(=S)N(CCCOC(C)C)C2CCN(C(C)=O)CC2)c1	-6	-5	-1	9	-10	-5	-7	0.1	0
CCOC(=O)N1CCC(NC(=O)CCN2C(=O)C3C4C=CC(C4)C3C2=O)CC1 (stereo not given)	-20	5	-7	-2	-5	-4	-7	-0.4	0
O=C(Cn1nnc2ccccc2c1=O)NC1CCCc2ccccc21 (stereo not given)	-12	1	0	5	-2	-1	-13	0.4	2
Cc1ccc2c(c1)CCO[C@@]21O[C@H](CCO)C[C@H](O)[C@H]1O	x	4	-11	-5	x	-4	4	5.2	0
Cc1cc(C)n(CC(=O)n2c(C)c(C)c3ccccc32)n1	-17	-3	-6	-2	4	-5	2	-0.5	0
O=C(Nc1ccccc1C(F)(F)F)NC1CCCCCCC1	-16	-5	12	-9	-1	-6	6	1.9	-3
Cc1nnc2c(NC(C)C)nc3ccccc3n12	9	3	-4	-7	-21	-2	9	-0.3	0
CSc1nc(-c2ccc(Cl)cc2)nn1S(=O)(=O)c1ccccc1	-8	3	-26	3	0	-3	-4	0.4	0
CC1SC(C)C(=O)N(CC(=O)NC2CCCCC2)C1=O (stereo not given)	x	-9	31	7	x	-4	13	-0.2	1
C=CCSc1ccc(S(=O)(=O)N2CCN(C)CC2)cn1	-13	9	-3	0	-8	-6	2	0.6	0
CCOc1ccc(NC(=O)c2cc(F)c(F)cc2Cl)cc1OCC	-17	6	-6	-5	-2	-2	-18	0.3	0
COc1c(C)cc(Br)cc1C(=O)O	-2	3	-8	-6	-4	-1	-6	0.1	1
Cc1ccc(N2C(=O)c3ccccc3C2=O)cc1	-5	1	-1	0	-10	-4	-9	0.3	-1
COC(=O)C1=C/C=C\CN(C(c2ccccc2)c2ccccc2)/C=C\1C(=O)OC	x	6	-10	-15	x	-6	-14	-0.4	0
O=C(NCc1ccccn1)c1ccc(Br)s1	-18	1	0	4	-7	-5	2	-0.1	1

New compounds follow
SMILES	CHO parental Ca	M1 PAM	CHRM1 antagonist	CHRM4 antagonist	OXTR potentiate	M1 ag	CHO-K1 Ca antag	CHO-K1 Ca ag	M4 ag
CCOC(=O)c1cnc(SC2CC(=O)N(c3ccc(OC)c(OC)c3)C2=O)nc1N (stereo not given)	-10	7	-2	-3	-2	-3	-3	1.6	4
Cc1ccc(CNc2ccc3c(c2)ncn3C(C)C)cc1	-18	5	-5	-18	-6	-6	4	1.1	3
CCC(=O)N1CCc2cc(S(=O)(=O)NCCC(=O)NC3CCCc4ccccc43)ccc21 (stereo not given)	-16	-5	23	-7	-15	-5	-5	0.3	1
Cc1cccc(NC(=O)CSCC(=O)N(C)Cc2ccc3c(c2)OCCO3)c1	x	7	-11	1	x	-4	-13	2.7	4
Cc1ccccc1Cn1nc(C)c(NC(=O)c2cc(-c3ccco3)on2)c1C	-18	-6	9	-6	-5	-6	1	0.8	1
Cc1ccc(CN2C(=O)C(C)Oc3ccc(C)cc32)cc1 (stereo not given)	x	1	-4	-2	x	-6	7	0.1	-2
Cc1nc2cc(Cl)c(Cl)cc2nc1C	-7	1	-1	1	-4	-2	-10	0.2	0
CCCCCC(=O)Nc1cccc(C2=NOC3(C2)C[C@@H](C(N)=O)N(C(=O)c2ccc(OC)cc2)C3)c1 (stereo not given in full)	0	19	-3	-8	-16	3	-10	-0.1	1
COc1ccc(/C=C/c2nc3ccccc3n2Cc2ccccc2OC)cc1	-11	-6	-4	0	-10	-10	-5	0.6	-1
Cc1ccccc1CN1CCN(CC(=O)NCc2ccccn2)C1=O	-5	3	-7	6	-5	-5	-3	0.3	1
O=C1CC(NS(=O)(=O)c2ccccc2)CN1c1ccc2c(c1)OCCO2 (stereo not given)	-16	7	-5	-1	3	-3	-3	1.6	1
CCC(CC)N1CCN(Cc2nc3ccc([N+](=O)[O-])cc3c(=O)n2-c2ccccc2F)CC1	-14	5	-7	-3	-10	-10	-2	-0.1	2

Arranged by count of non-hydrogen atoms (largest number first): some entries from above
SMILES	CHO parental Ca	M1 PAM	CHRM1 antagonist	CHRM4 antagonist	OXTR potentiate	M1 ag	CHO-K1 Ca antag	CHO-K1 Ca ag	M4 ag
CCCCCC(=O)Nc1cccc(C2=NOC3(C2)C[C@@H](C(N)=O)N(C(=O)c2ccc(OC)cc2)C3)c1 (stereo not given in full)	0	19	-3	-8	-16	3	-10	-0.1	1
Cc1ccccc1Cn1nc(C)c(NC(=O)c2cc(-c3ccco3)on2)c1C	-18	-6	9	-6	-5	-6	1	0.8	1
Cc1ccc(CN2C(=O)C(C)Oc3ccc(C)cc32)cc1 (stereo not given)	x	1	-4	-2	x	-6	7	0.1	-2

Screening results (PubChem)
